RAD54 inh: inhibitors of human RAD54 branch migration, primary screen, biochemical, fluorescence, single point; DNA repair and recombination protein RAD54-like (Homo sapiens), Q92698; RAD54 Holliday junction branch migration, FAM/BHQ fluorescence; actives 0.14% (n = 360,000); inhibition, % at 10.4 µM;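 active = mean normalized replicate activity at least 40 and at least half of replicates scoring 40 or more; inconclusive = only one of the two criteria met; inactive = mean below 40 and under half of replicates reaching 40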;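 note: 0% = median of neutral control wells and 100% = median of positive control wells; inhibitors cause a drop in the FAM fluorescence signal; in these data hits start at about 50%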
CFTR F508del cor: F508del CFTR correction, initial screen, CFBE line, single point; activity (quench increase), % at 7.58 µM; actives 0.36% (n = 350,000); CFBE cells, YFP halide quenching; stimulated with forskolin plus potentiator P3; % fluorescence drop versus neutral controls;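 active = mean added fluorescence quench of at least 8% versus neutral control, with both replicates also reaching 8%; inconclusive = only one of the mean or replicate conditions met; inactive = mean below 8% and not both replicates reaching 8%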;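 note: cells transiently co-express mutant CFTR-F508del with the halide-sensitive YFP; corrector assay measuring rescue of mutant channel to the surface after 24 h compound exposure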
RAD52 inh: RAD52 DNA annealing inhibitors, primary screen, biochemical, FRET, single point, set 2. recombinant RAD52 DNA annealing, FRET fluorescence. inhibition, % at 18.7 µM. actives 0.46% (n = 360,000);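 active = every replicate showing at least 50% inhibition; inconclusive = mean inhibition at least 50% but not in every replicate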
GSIS activator: GLuc luminescence reporter in INS-1E cells, primary screen for activators of glucose-dependent secretion of insulin; INS-1E GLuc reporter insulin secretion, 2-3 h; activation, % at 16.6 µM; actives 0.61% (n = 370,000);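 active = lowest replicate activation of at least 40%, so every replicate reaches that level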;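 note: 0% = median of neutral control wells and 100% = median of IBMX positive control wells; some compounds called inactive have numbers as strong as hits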
Xi reactivation: activators of inactive X chromosome reactivation, primary screen, imaging, XiGFP fibroblasts, GFP high-content imaging, set 2. activation, % at 7.58 µM. actives 0.055% (n = 360,000). XiGFP mouse fibroblasts, % GFP-positive cells imaging, 3 d; cells co-treated with 5-aza-dC sensitizer; scaled so ellipticine positive control = 100%;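 active = mean normalized replicate activation at least 10% and every replicate at or above 10%; inconclusive = only one of the two criteria met; inactive = mean below 10% and not all replicates reach 10%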;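 note: 0% = median of on-plate neutral control wells and 100% = ellipticine 6 µM median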
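System: 68-5-11 XiGFP fibroblast line; Timing: 3 days compound exposure; Compound dosing: one concentration, pinned; Benchmarks: positive control ellipticine, 6 µM final; Buffer or medium: DMEM containing 5-aza-dC.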
ARNT-TACC3 inh: disruptors of ARNT/TACC3 protein interaction, primary screen, biochemical, AlphaScreen, single concentration. Transforming acidic coiled-coil-containing protein 3 (Homo sapiens), Q9Y6A5. AlphaScreen His-ARNT PAS-B/GST-TACC3 binding, luminescence; TACC3 fragment carries E629A point mutation. inhibition, % at 9.99 µM. actives 0.66% (n = 390,000). AID 623870, 2012;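 active = mean inhibition of replicates at least 50% and at least half of replicates each reaching 50%; inconclusive = half or more replicates reach 50% but mean below 50%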;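 note: 0% = complete ARNT plus TACC3 wells and 100% = ARNT alone without TACC3; many hits fall short of the cut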
ERAP1 HTS inh: human ERAP1 aminopeptidase inhibitors, primary screen, biochemical, single point, plate reader; Endoplasmic reticulum aminopeptidase 1 (Homo sapiens), Q9NZ08; recombinant ERAP1, Leu-AMC fluorescence, 60 min; inhibition, % at 10.7 µM; actives 0.15% (n = 340,000); AID 652197, 2013;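 active = mean replicate inhibition of at least 30%, or all replicates individually reaching that 30% level; inactive = mean below 30% and not every replicate reaching it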;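 note: 0% = neutral control wells and 100% = L-leucinethiol positive control wells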
Target sequence (Q9NZ08 whole entry, looked up): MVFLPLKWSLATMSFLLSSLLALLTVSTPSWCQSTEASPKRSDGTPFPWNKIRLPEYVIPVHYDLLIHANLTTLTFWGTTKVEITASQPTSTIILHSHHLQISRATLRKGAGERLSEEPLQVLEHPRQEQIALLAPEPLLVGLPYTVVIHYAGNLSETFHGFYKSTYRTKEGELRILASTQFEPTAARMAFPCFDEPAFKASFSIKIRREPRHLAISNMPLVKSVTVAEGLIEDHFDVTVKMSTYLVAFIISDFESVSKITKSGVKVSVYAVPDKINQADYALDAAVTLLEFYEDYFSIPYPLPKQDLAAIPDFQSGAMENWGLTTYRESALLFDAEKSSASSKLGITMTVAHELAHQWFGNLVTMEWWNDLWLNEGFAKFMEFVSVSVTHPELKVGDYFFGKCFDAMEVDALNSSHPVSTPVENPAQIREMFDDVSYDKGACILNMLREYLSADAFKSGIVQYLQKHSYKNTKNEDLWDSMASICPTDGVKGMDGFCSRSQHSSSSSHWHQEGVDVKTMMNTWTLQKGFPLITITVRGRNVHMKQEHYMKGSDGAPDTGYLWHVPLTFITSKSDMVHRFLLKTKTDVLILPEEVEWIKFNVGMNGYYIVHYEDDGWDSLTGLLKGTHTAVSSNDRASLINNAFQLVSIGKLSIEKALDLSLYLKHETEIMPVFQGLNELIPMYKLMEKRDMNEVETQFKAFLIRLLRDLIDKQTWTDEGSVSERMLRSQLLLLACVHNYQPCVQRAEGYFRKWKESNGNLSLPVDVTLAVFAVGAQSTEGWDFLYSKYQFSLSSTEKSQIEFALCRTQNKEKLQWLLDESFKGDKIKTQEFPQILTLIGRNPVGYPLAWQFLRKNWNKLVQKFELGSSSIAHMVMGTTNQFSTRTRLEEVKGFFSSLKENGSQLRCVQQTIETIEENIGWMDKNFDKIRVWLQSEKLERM
esBAF inh: Bmi1 luciferase reporter increase in mESCs, primary screen, esBAF inhibitor project, mouse ES cells, Bmi1 luciferase knock-in, single point | 24 h; 100% = twice the neutral-well signal | reporter increase, % at 12.5 µM | AID 602393, 2012 | actives 2% (n = 350,000); in the data active = activation above about 40%; inconclusive = no clear call, values can overlap the other calls;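 note: 0% = median of the plate's neutral control wells and 100% = double that signal; a rise in the Bmi1 reporter signal indicates esBAF inhibition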
An asterisk follows results filed as active; ? = inconclusive; · = not tested or not shown.

SMILES	RAD54 inh	CFTR F508del cor	RAD52 inh	GSIS activator	Xi reactivation	ARNT-TACC3 inh	ERAP1 HTS inh	esBAF inh
CC1(C)O[C@@H]2[C@H](O1)[C@@H](CO)O[C@H]2n1ccc(=O)[nH]c1=O	-3.4	-3.3	6.8	7.2	0.0	3.0	-1.5	-5.5
CCc1csc(N2[C@H](C#N)[C@H](c3ccc(C4=CCCC4)cc3)[C@H]2CO)n1	-1.7	0.8	-91.7	3.7	-0.2	-17.0	-1.1	6.9
COC(=O)c1ccc(NC(=O)c2cc(-c3ccccn3)nc3ccccc23)cc1	10.9	-0.4	-10.3	32.0	0.0	-19.1	4.4	-4.6
CCOC(=O)N1CCN(S(=O)(=O)c2ccc(F)c(C(=O)Nc3cccc(C)c3C)c2)CC1	1.8	1.0	-11.4	·	·	-15.9	0.9	5.9
Cc1ccc(-n2nc(C)c(C(=O)N3CCN(C(=O)c4ccco4)CC3)c2-n2cccc2)cc1	-11.4	-0.9	-4.1	-6.0	0.1	7.0	-0.6	-7.6
O=C(CCCN1C(=O)C(c2ccccc2)Oc2cccnc21)NCCc1ccc(Cl)cc1 (centres undefined)	·	2.2	-4.4	1.5	0.0	-0.2	-0.5	-0.4
COCc1cn(CC[C@H]2CC[C@H](NC(=O)c3ccccc3)[C@@H](CO)O2)nn1	4.2	-1.1	-12.8	-2.5	-0.2	-5.3	0.2	-2.2
CCn1c(SCC(=O)Nc2ccc(C)cc2)nc2sc3c(c2c1=O)CCN(C)C3	13.4	1.3	-21.8	-12.8	0.1	-7.0	-1.4	-2.9
CCC(=O)N[C@@H]1C=C[C@@H](CC(=O)NCc2cc(F)cc(F)c2)O[C@H]1CO	0.1	5.7	2.4	24.2	0.0	-15.7	2.9	0.8
O=C(C[C@@H]1C=C[C@H](NC(=O)c2ccccn2)[C@@H](CO)O1)NCc1cc(F)cc(F)c1	0.2	0.5	-15.0	12.5	-0.4	4.6	·	2.7
Cc1ccc(S(=O)(=O)N[C@H]2CC[C@@H](CC(=O)N3CCN(c4ccccc4)CC3)O[C@@H]2CO)cc1	-7.3	0.1	1.0	0.5	-0.1	·	0.0	-5.4
CON(C)C(=O)CC1(CN(Cc2ccccc2)C(=O)OC(C)(C)C)CCCCC1	-8.1	1.3	-4.3	3.3	0.0	1.3	-0.9	-32.3
O=C(NCCN1CCOCC1)c1ccc2c(c1)N(Cc1ccc(F)cc1)C(=O)c1ccccc1S2(=O)=O	-2.7	0.8	0.2	7.9	0.0	1.1	-2.5	1.4
CCNS(=O)(=O)c1cccc(C(=O)c2c(C)cc3ccccn23)c1	·	·	·	-0.6	0.0	3.9	·	-6.7
COc1ccc(C(=O)N/N=C/c2ccccc2OC(=O)c2ccccc2)cc1	5.8	?	3.0	-3.3	0.0	-0.2	0.5	1.4
Cn1c(=O)[nH]c(=O)c2c1nc(SCC(O)CO)n2Cc1ccccc1Cl (centres undefined)	·	·	-4.4	14.1	·	-1.3	-1.5	-0.1
O=C(Cn1cc(C(=O)C(F)(F)F)c2ccccc21)Nc1ccccc1F	-4.0	·	-20.6	·	0.1	-6.5	2.3	-22.4
CCc1ccc(NC(=S)Nc2cc(C(=O)O)ccc2N2CC3CC(C2)c2cccc(=O)n2C3)cc1 (centres undefined)	·	2.1	2.5	-9.7	0.0	2.5	-2.7	·
CCNC(=S)N(CCN(CC)CC)Cc1cc2cc3c(cc2[nH]c1=O)OCO3	8.7	0.6	-1.2	18.3	0.0	8.7	-3.0	-4.6
C[C@H](CO)N1C[C@H](C)[C@@H](CN(C)S(C)(=O)=O)Oc2cc(-c3ccccc3F)ccc2S1(=O)=O	3.0	-2.2	1.1	-4.4	-1.0	2.5	3.2	-0.2

Sorted by heavy-atom count (smallest number first): some entries from above.
SMILES	RAD54 inh	CFTR F508del cor	RAD52 inh	GSIS activator	Xi reactivation	ARNT-TACC3 inh	ERAP1 HTS inh	esBAF inh
CC1(C)O[C@@H]2[C@H](O1)[C@@H](CO)O[C@H]2n1ccc(=O)[nH]c1=O	-3.4	-3.3	6.8	7.2	0.0	3.0	-1.5	-5.5
Cn1c(=O)[nH]c(=O)c2c1nc(SCC(O)CO)n2Cc1ccccc1Cl (centres undefined)	·	·	-4.4	14.1	·	-1.3	-1.5	-0.1
CON(C)C(=O)CC1(CN(Cc2ccccc2)C(=O)OC(C)(C)C)CCCCC1	-8.1	1.3	-4.3	3.3	0.0	1.3	-0.9	-32.3
C[C@H](CO)N1C[C@H](C)[C@@H](CN(C)S(C)(=O)=O)Oc2cc(-c3ccccc3F)ccc2S1(=O)=O	3.0	-2.2	1.1	-4.4	-1.0	2.5	3.2	-0.2
Cc1ccc(S(=O)(=O)N[C@H]2CC[C@@H](CC(=O)N3CCN(c4ccccc4)CC3)O[C@@H]2CO)cc1	-7.3	0.1	1.0	0.5	-0.1	·	0.0	-5.4

2 entries picked at random from the list so far, as already listed:
SMILES	RAD54 inh	CFTR F508del cor	RAD52 inh	GSIS activator	Xi reactivation	ARNT-TACC3 inh	ERAP1 HTS inh	esBAF inh
COc1ccc(C(=O)N/N=C/c2ccccc2OC(=O)c2ccccc2)cc1	5.8	?	3.0	-3.3	0.0	-0.2	0.5	1.4
O=C(NCCN1CCOCC1)c1ccc2c(c1)N(Cc1ccc(F)cc1)C(=O)c1ccccc1S2(=O)=O	-2.7	0.8	0.2	7.9	0.0	1.1	-2.5	1.4

More records follow:
SMILES	RAD54 inh	CFTR F508del cor	RAD52 inh	GSIS activator	Xi reactivation	ARNT-TACC3 inh	ERAP1 HTS inh	esBAF inh
COc1ccc(CCNC(=O)CSC2=NS(=O)(=O)c3cc(Cl)ccc3N2)cc1OC	-3.1	-4.5	-7.9	15.5	0.3	-1.8	3.1	·
CC1CN(CC(=O)NCc2ccc(Cl)cc2)CC(C)O1 (centres undefined)	3.8	2.6	-2.4	2.9	0.0	-6.5	-1.7	-7.0
C[C@H](CO)N1C[C@H](C)[C@@H](CN(C)Cc2ccc(C(=O)O)cc2)Oc2ccc(NC(=O)NC3CCCCC3)cc2CC1=O	2.1	1.1	16.2	9.7	0.0	-1.5	2.3	-0.3
C[C@H]1CN([C@@H](C)CO)C(=O)Cc2cc(NC(=O)Nc3ccc(F)cc3)ccc2O[C@H]1CN(C)S(=O)(=O)c1ccccc1	-9.6	2.1	-33.3	-32.6	-0.5	4.4	-4.0	-0.5
COc1cc(/C=C(\C#N)C(=O)Nc2ccc3c(c2)OCCO3)ccc1O	·	-0.8	-55.8	9.4	0.5	0.3	-0.3	·
CN(CC(=O)Nc1cccc(F)c1)C(=O)CCCc1cccs1	1.6	-5.5	11.1	·	0.1	-0.7	2.6	·
O=C(NCC1CC1)Nc1ccccc1	-9.3	-0.2	-7.2	12.6	0.0	-61.0	0.9	-1.6
CCN(CC)c1ccc(/C=N/n2c(-c3ccccc3Br)n[nH]c2=S)cc1	-0.7	·	-59.3	0.5	0.0	-3.6	0.8	·
O=C(N[C@@H]1CC[C@H](CCn2cc(-c3ccccn3)nn2)O[C@@H]1CO)c1cccnc1	-9.3	2.9	10.9	0.2	0.3	89.0*	-3.6	3.3
CSC(=S)N/N=C/c1c[nH]c2ccccc12	·	-1.5	-8.8	2.4	0.0	2.4	1.7	·
COc1cc(SC)ccc1C(=O)Nc1nc2ccccc2[nH]1	-0.2	0.5	-6.5	12.2	0.0	-3.1	2.2	-89.9
COc1ccc(C(C)NC(=O)C2CCCC2)cc1 (centres undefined)	6.0	-0.7	-20.9	6.6	0.0	-14.2	-0.3	-7.1
C[C@@H]1CN([C@@H](C)CO)C(=O)c2cccc(NS(=O)(=O)c3ccccc3)c2O[C@H]1CN(C)C(=O)Nc1ccc(C(F)(F)F)cc1	-5.6	0.2	11.8	-8.3	-0.4	-10.5	-0.6	9.0
C#CCOCCOCCOCCNc1nc(N2CCN(C(=O)[C@H](C)n3cc(CCCN=C(N)N)nn3)CC2)nc(N2CCN(C(=O)[C@H](C)n3cc(CCCN=C(N)N)nn3)CC2)n1	-22.9	2.8	13.1	6.3	0.0	10.4	-3.6	4.1
COC(=O)c1cn(NC(=O)/C=C/c2ccc(OC)c(OC)c2)c(=O)c2ccccc12	-0.7	·	·	40.1	-0.2	-1.2	·	·
CCNC(=O)c1sc2cc(C)ccc2c1Cl	-1.9	-2.4	-13.8	0.9	0.1	-2.7	-1.0	24.3*
Cc1ccc(C2c3c(n[nH]c3C(C)C)C(=O)N2c2ccccc2)cc1 (centres undefined)	·	-0.4	-5.3	-16.6	0.0	·	-1.9	·
C=CCOc1cccc(C2C(C(=O)c3ccco3)=C(O)C(=O)N2CCN2CCOCC2)c1 (centres undefined)	-13.1	·	-22.3	0.9	·	-5.3	-3.5	5.5
CCOC(=O)c1sc(NN=C(C(=O)OC)C(=O)OC)c(C(=O)OCC)c1C	·	·	-13.7	·	0.1	-4.1	-2.0	·
O=C(/C=C/c1ccc2c(c1)S(=O)(=O)N(Cc1ccccc1)[C@H]2CC(=O)N1CCOCC1)N1CCOCC1	-5.3	1.1	-19.1	7.5	0.2	27.1	-2.2	-4.6

Of the compounds above, these contain a cyano group:
SMILES	RAD54 inh	CFTR F508del cor	RAD52 inh	GSIS activator	Xi reactivation	ARNT-TACC3 inh	ERAP1 HTS inh	esBAF inh
CCc1csc(N2[C@H](C#N)[C@H](c3ccc(C4=CCCC4)cc3)[C@H]2CO)n1	-1.7	0.8	-91.7	3.7	-0.2	-17.0	-1.1	6.9
COc1cc(/C=C(\C#N)C(=O)Nc2ccc3c(c2)OCCO3)ccc1O	·	-0.8	-55.8	9.4	0.5	0.3	-0.3	·

Following part:
SMILES	RAD54 inh	CFTR F508del cor	RAD52 inh	GSIS activator	Xi reactivation	ARNT-TACC3 inh	ERAP1 HTS inh	esBAF inh
C=CCn1c(SCC(=O)N2CCOCC2)nc2sc(CC)cc2c1=O	8.8	4.4	-10.9	7.3	0.3	8.6	1.6	2.6
Cc1nn(-c2ccccc2)c(C)c1/C=N/NC(=O)CSc1nc2ccccc2c(=O)n1-c1ccccc1	·	·	-15.2	35.5	0.1	-17.0	4.2	·
Cc1cc(Cl)ccc1C(=O)C1CCCN(C(=O)c2cncs2)C1 (centres undefined)	4.8	0.0	-1.9	6.2	0.0	0.5	1.9	-3.5
O=C(Nc1ccc(Cl)cc1Cl)c1ccc(-c2ccccc2)cc1	·	-2.7	-6.7	-2.8	0.0	12.7	1.2	·
CCOC(=O)c1ccc(NCn2c(=O)oc3ccccc32)cc1	-2.3	·	-14.0	1.2	·	-0.7	6.0	17.2

Bioassay records deposited in PubChem by Broad Institute.

Random draw from the library; 3.3% or so of the library scored in one or more.
